Pol beta inh = inhibitors of human DNA polymerase beta; Pol beta primer extension/strand displacement, fluorescence kinetic; Potency, µM (highest dose often 114 µM), without a hit: at the highest dose activity change, negative = inhibition, hits mostly inhibitors; actives 1.3% (n = 340,000); AID 485314; note: % is set by controls: 0 for no effect and ±100 for the full control effect
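Human Pol beta at 10 nM; strand-displacement substrate 50 nM final. Compound exposure 15 min at room temperature before start, reaction 10 min at room temperature.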
APEX1 inh = APE1 (human) endonuclease inhibition; actives 0.35% (n = 350,000); AID 2517; Potency, µM (highest dose often 65.8 µM), inactives show top-dose activity change, negative = inhibition, hits mostly inhibitors; recombinant APE1, TAMRA/BHQ-2 abasic DNA cleavage fluorescence;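 note: plate controls were vehicle for no effect and reference inhibitor for full effect; nearly all actives have a fitted effect of over 55% in size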
Target sequence (P27695 whole entry, looked up): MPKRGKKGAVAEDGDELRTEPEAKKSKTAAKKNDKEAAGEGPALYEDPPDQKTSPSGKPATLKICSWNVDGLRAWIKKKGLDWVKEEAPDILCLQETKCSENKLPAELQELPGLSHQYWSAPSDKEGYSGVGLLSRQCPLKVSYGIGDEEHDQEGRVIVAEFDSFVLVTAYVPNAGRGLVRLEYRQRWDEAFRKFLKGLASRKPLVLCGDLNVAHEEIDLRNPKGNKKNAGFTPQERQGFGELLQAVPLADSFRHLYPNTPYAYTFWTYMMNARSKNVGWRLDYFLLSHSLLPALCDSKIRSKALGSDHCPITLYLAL
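Activity was derived from the fluorescence gain between first and third kinetic reads (60 s intervals, ex 525/em 598 nm) after 50 nM THF-abasic TAMRA/BHQ-2 duplex was added to 0.75 nM APE1 preincubated 15 min with compound.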
JMJD2A Tudor inh = JMJD2A Tudor domain (human) inhibition. O75164. AlphaScreen JMJD2A-Tudor / H3K4me3 peptide binding. Potency, µM (series often up to 114 µM), for inactives: top-dose activity change, negative = inhibition, most hits filed as inhibitors. actives 4.4% (n = 390,000); note: % is set by controls: 0 for no effect and ±100 for the full control effect; nearly all actives have a fitted effect of over 50% in size
BLM inh = blocks DNA unwinding by human BLM helicase; Potency, µM (highest dose often 56.1 µM), for the others: top-dose activity change, negative = inhibition, usual class: inhibitors; P54132; actives 0.2% (n = 350,000); AID 2528; recombinant BLM DNA unwinding, fluorescence dequenching;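 note: plate controls were vehicle for no effect and no enzyme for full effect; nearly all actives have a fitted effect of over 35% in size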
POLH inh = inhibitors of human DNA polymerase eta. Q9Y253. recombinant Pol eta, fluorescent DNA replication assay. Potency, µM (top dose mostly 114 µM), for the others: at the highest dose activity change, negative = inhibition, hits mostly inhibitors. actives 1.2% (n = 390,000). AID 588591; note: % is set by controls: 0 for no effect and ±100 for the full control effect
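Pol eta at 10 nM preincubated with compounds 15 min at room temperature; reaction started with fluorescent substrate (50 nM final) and read kinetically at 0 and 10 min.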
BAZ2B block = blocks human BAZ2B; Q9UIF8; actives 4.4% (n = 360,000); Potency, µM (series often up to 114 µM), without a hit: at the highest dose activity change, negative = inhibition, usual class: inhibitors; AlphaScreen BAZ2B-H3K14Ac peptide displacement; note: % is set by controls: 0 for no effect and ±100 for the full control effect; nearly all actives have a fitted effect of over 60% in size
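Inhibition is scored as reduced AlphaScreen emission. The BAZ2B/b-H3(5-23)K14Ac complex (50 nM each) in PBS pH 7.4, 0.01% Tween-20 meets compound (up to 110 uM) for 30 min at RT before bead addition.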
G9a block = inhibitors of human histone lysine methyltransferase G9a; actives 8.8% (n = 350,000); G9a H3K9 monomethylation, AlphaScreen, 2 h; Potency, µM (series often up to 102 µM), without a hit: top-dose activity, negative = inhibition, usual class: inhibitors; AID 504332; note: % is set by controls: 0 for no effect and ±100 for the full control effect; nearly all actives have a fitted effect of over 75% in size
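Signal arises when biotinylated H3K9 peptide, once monomethylated, bridges streptavidin donor and antibody-captured acceptor beads. Enzyme at 20 nM was preincubated 15 min with test compounds; peptide 500 nM and SAM 20 uM then reacted for 2 h.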
Pol kappa inh = DNA polymerase kappa (human) inhibition; purified Pol kappa, fluorescent DNA synthesis assay, 10 min; AID 588579; actives 0.53% (n = 400,000); Potency, µM (titrated, usually from 107 µM), for the others: top-dose activity, negative = inhibition, usual class: inhibitors; Q9UBT6; note: % is set by controls: 0 for no effect and ±100 for the full control effect
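10 nM Pol kappa preincubated 15 min at room temperature with compounds, then reaction started with substrate at 50 nM final. Fluorescence read kinetically at 0 and 10 min; buffer-only wells served as negative control.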
POLI inh = DNA polymerase iota (human) inhibition; Q9UNA4; Pol iota fluorescent replication assay, 10 min; Potency, µM (highest dose often 115 µM), without a hit: top-dose activity, negative = inhibition, usual class: inhibitors; actives 1% (n = 390,000)
Target sequence (Q9UNA4 whole entry, looked up): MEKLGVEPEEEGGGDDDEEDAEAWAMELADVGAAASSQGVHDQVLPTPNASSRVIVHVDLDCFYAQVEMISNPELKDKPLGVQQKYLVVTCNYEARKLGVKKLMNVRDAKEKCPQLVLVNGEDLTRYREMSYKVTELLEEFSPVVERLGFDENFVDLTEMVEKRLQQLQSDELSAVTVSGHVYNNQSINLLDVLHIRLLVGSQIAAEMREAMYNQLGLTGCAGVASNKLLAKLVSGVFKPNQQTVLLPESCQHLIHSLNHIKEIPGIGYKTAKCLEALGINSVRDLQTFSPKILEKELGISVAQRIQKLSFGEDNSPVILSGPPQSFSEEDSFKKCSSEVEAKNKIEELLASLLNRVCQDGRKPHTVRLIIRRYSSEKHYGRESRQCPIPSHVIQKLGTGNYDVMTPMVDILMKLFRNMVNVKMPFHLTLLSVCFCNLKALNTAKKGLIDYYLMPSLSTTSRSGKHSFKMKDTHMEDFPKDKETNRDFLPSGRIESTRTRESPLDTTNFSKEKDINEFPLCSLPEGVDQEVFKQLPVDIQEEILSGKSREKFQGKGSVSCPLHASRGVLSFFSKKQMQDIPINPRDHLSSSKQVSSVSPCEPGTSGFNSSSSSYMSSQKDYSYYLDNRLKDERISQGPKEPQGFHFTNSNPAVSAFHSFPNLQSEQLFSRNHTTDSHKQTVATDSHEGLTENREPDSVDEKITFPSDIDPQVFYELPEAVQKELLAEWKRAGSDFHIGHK
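Pol iota at 10 nM preincubated 15 min with compounds at room temperature; reaction started with fluorescent substrate, 50 nM final. Fluorescence read kinetically at 0 and 10 min; buffer-only wells as negative control.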
Starred values were filed as active, the others as inactive; ? = inconclusive; . = not tested or not shown; & = joins results of further samples; [ ] = another dose, or the depositor's remark. Calls come from the whole dose curve; as a rule, active = well fitted curve in the direction sought with a large enough effect; inconclusive = small, poorly fitted or top-dose-only effect, or another doubt; inactive = no such curve, though single readings can be large; an effect the other way counts as inactive or inconclusive. Potency is the fitted concentration of half-maximal effect.

SMILES	Pol beta inh	APEX1 inh	JMJD2A Tudor inh	BLM inh	POLH inh	BAZ2B block	G9a block	Pol kappa inh	POLI inh
CCOC(=O)c1c(C)[nH]c(C)c1S(=O)(=O)N(C)CC(=O)NCc1ccc(C)cc1	41%&30%	12%	-23%&-18%	-1%&0%	-23%&-4%	-25%&-11%	9%	4%&27%	31%&16%[activator]
Cc1c(C(=O)Nc2ccccc2F)sc2ncnc(N(C)C3CCCCC3)c12	3%	.	?	-7%	.	8%	16%[59 µM]	-2%[60.1 µM]	21%
COc1ccccc1/C=C1\SC(=S)N(CCC(=O)Nc2cc(C)on2)C1=O	3%	23%[12.4 µM]	-15%	-5%	-19%	-2%	8%[59 µM]	-5%	21%
NNC(=O)CCN1CCCCC1	4%	0%	-7%	-1%	1%	-11%	5%	8%	-2%
C=C1CCN([C@@H](Cc2ccccc2)C(=O)NCc2ccccc2)S(=O)(=O)c2ccccc21	.	.	-10%	.	-22%	.	.	4%	33%[activator]
COc1ccc(C(C(=O)NC2CCCCC2)N(C(=O)c2cccs2)c2ccc3c(c2)OCO3)cc1 (stereo not given)	12%	1%	-7%	-2%	6%	-5%	45%[0.501 µM]	-8%	1%
Cc1cc(C(=O)Cn2cnc3ccccc3c2=O)c(C)n1C1CC1	.	-6%	-8%	.	-9%	15%	3%[59 µM]	-11%	-1%
O=C(Nc1cc(S(=O)(=O)Nc2ccc(Cl)cc2)ccc1N1CCCCC1)c1ccc(F)cc1Cl	-9%	-2%	-22%	-8%	-26%	-32%	10µM*	-5%	12%
CCOC(=O)N1CCN(Cc2nc(-c3ccc(Cl)cc3)no2)CC1	0%	-1%	8%	-2%	-10%	-3%	17%	5%	-18%
O=C(CN1C(=O)c2ccccc2C1=O)OCC(=O)N1CCCCC1	.	21%	-21%	.	-2%	.	.	-21%	60%[activator]
COc1ccc(S(=O)(=O)N(C(=O)c2ccncc2)c2ccc3oc(C)c(C(C)=O)c3c2)cc1	-1%	.	-18%	-9%	-8%	-4%	?	-17%	13%
CCCS(=O)(=O)Nc1cc(-c2cn3ccc(C)cc3n2)ccc1C	6%	.	-30%	4%	.	-2%	6%[59 µM]	-3%	22%
Cc1ccc(-n2nc3c(=O)n(CCCC(=O)NC4CCC(C)CC4)nc(C)c3c2C)cc1 (stereo not given)	15%	90%[activator]	-12%	-1%	5%	-20%	14%[59 µM]	0%	-12%
Cc1ccc(-c2nn(-c3ccccc3)cc2C(=O)NCC2CCCO2)cc1 (stereo not given)	.	14%	-9%	.	-15%	-4%	-19%	5%	14%
CCN(CC)c1ccc(NC(=S)Nc2ccc(F)cc2)cc1	-1%	0%	35µM*	-7%	-8%	22µM*	13µM*	1%	20%
O=C(O)Cn1nnc(-c2cccs2)n1	29%	-5%	-4%	-1%	3%	-2%	11%	-9%	-10%
COc1ccc(S(=O)(=O)NC2CC3CCC2C3)cc1Cl (stereo not given)	7%	-5%	-5%	-6%	-11%	-2%	-5%[59 µM]	-17%	1%
Cc1cc(NC(=O)CSc2nc(-c3ccccc3Cl)nc3c2c(=O)n(C)c(=O)n3C)no1	3%	-5%	-2%	2%	-5%	3%	7%	9%	-7%
Cc1ccc(N=Nc2c(N)[nH]n3c(=O)cc(C)nc23)cc1	21%	-1%	-32%	-2%	-2%	3%	4%[59 µM]	-13%	16%
COc1ccccc1CNC(=O)Cc1ccc(C)cc1	9%	-3%	-15%	0%	-3%	-10%	7%	-4%	5%

The closing 5 records of the section before lead into the next.
SMILES	Pol beta inh	APEX1 inh	JMJD2A Tudor inh	BLM inh	POLH inh	BAZ2B block	G9a block	Pol kappa inh	POLI inh
O=C(O)Cn1nnc(-c2cccs2)n1	29%	-5%	-4%	-1%	3%	-2%	11%	-9%	-10%
COc1ccc(S(=O)(=O)NC2CC3CCC2C3)cc1Cl (stereo not given)	7%	-5%	-5%	-6%	-11%	-2%	-5%[59 µM]	-17%	1%
Cc1cc(NC(=O)CSc2nc(-c3ccccc3Cl)nc3c2c(=O)n(C)c(=O)n3C)no1	3%	-5%	-2%	2%	-5%	3%	7%	9%	-7%
Cc1ccc(N=Nc2c(N)[nH]n3c(=O)cc(C)nc23)cc1	21%	-1%	-32%	-2%	-2%	3%	4%[59 µM]	-13%	16%
COc1ccccc1CNC(=O)Cc1ccc(C)cc1	9%	-3%	-15%	0%	-3%	-10%	7%	-4%	5%
CCOc1cccc(C2c3c(oc4ccc(F)cc4c3=O)C(=O)N2c2cc(C)ccn2)c1 (stereo not given)	-1%	.	-9%	-3%	-24%	31%	30%[59 µM]	-1%	55%[activator]
N#CC1C=Cc2c(ccc3ccccc23)N1C(=O)c1ccccc1 (stereo not given)	.	.	-10%	.	-13%	.	.	-12%	16%
Cc1ccc(NC(=O)CN(C)C(=O)Cc2ccccc2F)cc1	19%	9%	-1%	-4%	-1%	-1%	16%	-4%	2%
CCOC(=O)c1ccc(NC(=O)Cn2nnc(-c3ccccc3)n2)cc1	10%	-4%	1%[11.4 µM]	-12%	-2%	11%	?	-9%	?
CCOC(=O)c1ccc(NC(=O)CN2CCN(C(=O)C3CCCO3)CC2)cc1 (stereo not given)	-10%	16%	3%	-2%	-11%	-9%	4%	-4%	31%[activator]
Cc1c(C(=O)NN2CCOCC2)cccc1[N+](=O)[O-]	.	.	11%	.	-18%	.	.	-4%	-9%[58.9 µM]
Cc1cc(NC(=O)c2cc(C(C)C)on2)nn1Cc1ccc(Cl)cc1	-22%	-5%	-8%	-8%	-19%	17%	-3%	-5%	0%
COc1cccc(-c2nc(SCC(=O)NC3CCCC3)c(-c3ccccc3)[nH]2)c1	-26%	.	?	-2%	-8%	-38%	-34%[59 µM]	4%	14%
O=C(CN1C(=O)/C(=C/c2ccccc2)SC1=S)NC1C=CS(=O)(=O)C1 (stereo not given)	8%	28%	-11%	-6%	-1%	-19%	9%	-1%	22%
O=S(=O)(c1ccc(OCC(O)CN2CCN(c3ccccc3)CC2)cc1)N1CCOCC1 (stereo not given)	4%	-2%	-19%	0%	-5%	-2%	-7%[59 µM]	-15%	?
CCOC(=O)c1cn[nH]c1NC(=S)Nc1ccc(Cl)cc1	9%	-1%	-9%	-3%	-2%	-2%	-5%	-13%	168%[activator]
CCOC(=O)c1ccc(N2C(=O)c3n[nH]c(-c4ccco4)c3C2c2ccc(OC)cc2OC)cc1 (stereo not given)	?	.	?	-14%	-20%	.	?	-12%	-20%
Cc1c(Cl)cccc1NC(=O)CSc1nncn1-c1ccccn1	13%	-11%	-10%	-3%	-3%	4%	19%	3%	-9%
CCCc1n[nH]c(=O)[nH]1	10%	0%	-16%	-6%	-12%	28%	-6%[59 µM]	-4%	18%
OCC[C@H]1C[C@H](O)[C@@H](O)[C@]2(Cc3ccccc3CO2)O1	.	11%	-3%	.	6%	9%	12%[2.33 µM]	-5%	15%
O=C(Cn1cccc1C(=O)c1ccccc1)NCCCN1CCc2ccccc2C1	0%	18%	4%	-12%	-8%	8%	-34%	7%	-13%
CSCCC1NC2(C(=O)Nc3c(Cl)cccc32)[C@@H]2C(=O)N(C3CCCC3)C(=O)[C@H]12 (stereo not given in full)	?	?	?	-3%	?	-24%	71µM*	-26%	?
O=C(Nc1ccccc1N1CCN(c2ccccc2)CC1)C12CC3CC(CC(C3)C1)C2	47%	4%	-15%	-6%	-5%	9%	7%[59 µM]	-1%	4%
C=C1C([C@@]2(C)C(OC(C)=O)CC(=O)O[C@@](C)(COC(C)=O)C2CC(=O)OC)C(OC=O)C(OC(=O)C(O)C(C)CC)[C@]2(C)C(c3ccoc3)CC(=O)C12O (stereo not given in full)	.	-3%	.	2%	.	.	-30%[2.33 µM]	-18%[60.1 µM]	.
O=C(COc1ccccc1)NNC(=O)c1cccs1	10%	18%	-9%	2%	-18%	11%	29%[59 µM]	-1%	64%[activator]
O=C(Nc1ccc(CN2CCOCC2)cc1)c1ccc(Cl)cc1	22%	13%	-16%	-2%	-4%	-3%	-9%	4%	8%
CCOC(=O)C1C(c2cccc([N+](=O)[O-])c2)C2C(=O)NN=C2CC1(C)O (stereo not given)	-16%	2%	1%	-8%	-6%	4%	-3%	-13%	-3%
CN(C(=O)CSc1nnc(-c2cccs2)o1)C1CCS(=O)(=O)C1 (stereo not given)	5%	-1%	-9%	-2%	1%	-1%	0%	-8%	3%
COc1ccc(C(=O)NNC(=S)NC(=O)c2ccco2)cc1	0%	3%	-2%[57.1 µM]	-3%	-5%	7%[57.1 µM]	?	-6%	21%
Cc1ccc(C(=O)Nc2ccsc2C(=O)O)cc1	-22%	44%[activator]	-20%	0%	-5%	-2%	0%[2.33 µM]	-16%	?
CC(C)(C)NC(=S)N1CCC(C(=O)c2ccc(Cl)cc2)CC1	0%	13%	-5%	-7%	-4%	4%	?	-8%	118%[activator]
CS(=O)(=O)N(CC(=O)NC1CC1)c1cccc(F)c1	-25%	2%	-15%	1%	-4%	3%	-19%[12.7 µM]	1%	7%
CCN(C(=O)c1cc(S(=O)(=O)N2CCCC2)cn1C)c1ccc(OC)cc1	?	.	-35%	-6%	-12%	-2%	-4%[59 µM]	-2%	-1%
COc1cc(CCC(C)=O)ccc1OC(=O)c1c(F)cccc1Cl	2%	-7%	64%[activator]	-8%	-23%	32%	200%[activator]	-9%	5%
Cc1ccc(C2(c3ccc(C)cc3)CC2C(=O)NC(C)C)cc1 (stereo not given)	41%	0%	-8%	0%	-17%	3%	-8%	1%	5%
CCc1c2ccccc2nn1-c1ccccc1C(=O)C(C)=O	30%	25%	-10%	-9%	-5%	-20%	14%	-11%	-29%
Cc1ccc(-c2c(C)n([O-])c3c([n+]2=O)CCCC3)o1	19%	0%	13%	4%	-29%	8%	15%[2.33 µM]	-15%	3%
Cc1nn(Cc2ccccc2)c(C)c1C(=O)N1CCN(CC(=O)Nc2ccccc2Cl)CC1	.	15%	-11%	.	-3%	13%	-5%[59 µM]	-3%	11%
COc1ccc(C(=O)Nc2ccccc2C(=O)Nc2cc(C)ccn2)cc1	35%	4%	-8%	-1%	5%	7%	-1%[0.501 µM]	-13%	29%
CCc1c(C)sc2c1CCN(Cc1ccccc1F)C2c1ccccc1 (stereo not given)	-2%	.	-34%	4%	-14%	-27%	?	-8%[60.1 µM]	30%[activator]

Screening data deposited in PubChem by National Center for Advancing Translational Sciences (NCATS).

Not all compounds are listed; rates above refer to the full screens.
